West Nile antiviral: West Nile virus antiviral activity, cell-based, CPE readout (AID 1621); West Nile virus-infected cells, CPE inhibition; higher % means a stronger effect; CPE inhibition, % at 10 µM, or IC50 in µM where a hit was titrated; hit rate 0.02% among 290,000; in the data active = a potency from the dose series; note: strong numbers were not always called active
Large T inhibition: SV40 large T antigen inhibitors, biochemical (AID 1903) | SV40 large T antigen ATPase/helicase inhibition assay; higher % means a stronger effect | inhibition, % at 20 µM, or IC50 in µM where a hit was titrated | hit rate 0.39% among 310,000; in the data active = a potency from the dose series; note: strong numbers were not always called active
RSV CPE inhibition: inhibition of RSV-induced cytopathic effect – HEp-2 cells, primary 10 µM value included (AID 2391); HEp-2 cells, RSV-induced CPE inhibition; higher % means a stronger effect; CPE inhibition, % at 10 µM; hits with a dose series show IC50 in µM; hit rate 0.13% among 310,000; in the data active = a potency from the dose series; note: strong numbers were not always called active
Insulin prom up: MIN6 insulin promoter up-regulation | z-score at 5 µM | hit rate 0.3% among 190,000 | MIN6 insulin promoter-GFP reporter, high-content imaging; hits give high values;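 active = z-score above 3 at 5 µM with at least 500 cells counted in the well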
human PMI inhibition: inhibitors of human PMI, primary screen, biochemical, fluorescence intensity, coupled assay (AID 1209) | purified PMI enzyme, coupled fluorescence intensity; higher % means a stronger effect | inhibition, % at 20 µM; hits with a dose series show IC50 in µM | hit rate 0.42% among 190,000;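 note: plate controls were DMSO vehicle for no effect and wells lacking substrate for full effect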
ER stress rescue: protection against thapsigargin-triggered cell killing – 384-well, CSM14.1, ATP luminescence, primary screen (AID 1222) | CSM14.1 thapsigargin-induced death rescue, ATP luminescence; higher % means a stronger effect | cellular ATP content (survival), % at 20 µM; hits with a dose series show EC50 in µM | 190,000 tested, under 10 active;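 active = EC50 below 50 µM in the dose-response confirmation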;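 note: death triggered by thapsigargin at about 15 µM added after 2 h compound pretreatment; cell ATP read after overnight thapsigargin exposure of roughly 18 to 22 hours; normalized against plate controls of thapsigargin alone and 5% DMSO vehicle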
PMI inhibition: MPI inhibition at elevated mannose 6-phosphate – biochemical, fluorescence intensity, high mannose 6-phosphate, primary screen (AID 1220); recombinant PMI enzyme, coupled fluorescence intensity; higher % means a stronger effect; hit rate 0.66% among 190,000; one-dose inhibition, % at 20 µM; IC50 in µM for titrated hits
PhoP inhibition: PhoP-dependent GFP reporter repression – Salmonella Typhimurium, primary screen (AID 1863). S. Typhimurium PhoP-regulated promoter GFP reporter, 4 h; higher % means a stronger effect. inhibition, % at 50 µM; hits with a dose series show IC50 in µM. hit rate 0.16% among 300,000;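 active = inhibition over 29.93%, a cutoff 3 SD above the screen mean, later confirmed by dose response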;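 note: 0% = low Mg2+ inducing control and 100% = high Mg2+ repressing control; strong numbers were not always called active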
TNAP activators: human TNAP enzyme activators, primary screen, biochemical, luminescent, no phosphate acceptor, uHTS (AID 1001); purified TNAP, luminescent activation assay, no phosphate acceptor; higher activation fold means a stronger effect; hit rate 0.03% among 200,000; activation fold at 20 µM, or EC50 in µM where a hit was titrated; in the data active = activation fold from about 3, or a potency from the dose series; inactive = the rest, 99 in 100 with activation fold below about 1.6; note: many of its hits are not listed in these tables
Insulin prom up cell count: recorded beside Insulin prom up, whose call it bears; cell count; measured here: cytotoxicity, nuclei count;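 total cells summed across four imaged fields per well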
An asterisk follows results filed as active; . = no result given. Cut-off read from the data, not from the text of the source, unless noted: active = inhibition above about 50%; inactive = the rest.

SMILES	West Nile antiviral	Large T inhibition	RSV CPE inhibition	Insulin prom up	Insulin prom up cell count	human PMI inhibition	ER stress rescue	PMI inhibition	PhoP inhibition	TNAP activators
NS(=O)(=O)c1ccc(CCNC(=O)c2ccc3nc4ccc(Cl)cc4c(=O)n3c2)cc1	2.8%	8%	0.9%	0.4	1386	-12%	-2.5%	-22%	-11%	0.9
Cc1ccc(N2C(=O)CC(NCC3CCCO3)C2=O)cc1 (stereo not given)	0.5%	5%	1.1%	.	.	10%	1.2%	10%	1%	1.1
Oc1ccccc1-c1cncn1Cc1ccccc1	-0.2%	11%	3.2%	.	.	.	.	.	8%	.
Cc1ccc(-c2csc(/C(C#N)=C/Nc3ccc4c(c3)OCCO4)n2)cc1	0.1%	25%	6.2%	0.07	1290	0%	-2.5%	-6%	-10%	1.1
CCCN(CC1CC1)C(=O)CSc1nnc(-c2ccco2)n1N	-0.2%	8%	2.9%	0.73	1093	-6%	-6.8%	-1%	-6%	1
O=C(Nc1ccc2c(c1)C(=O)OC2)Nc1cccc2ccccc12	-0.1%	5%	-1.1%	0.02	1227	-13%	-1.6%	8%	-1%	1.1
CC(=O)NNc1[nH]c2c(c(=O)c1[N+](=O)[O-])c(=O)n(C)c(=O)n2C	0.0%	7%	0.4%	1.2	1505	0%	0.3%	6%	3%	1
O=C(CNCc1ccccc1)Nc1ccc(Oc2ccccc2)cc1	-0.2%	-6%	0.5%	0.42	1434	8%	-0.9%	8%	6%	1.1
COCCC(=O)N1CCCC(N2CCN(c3ccc(F)cc3)CC2)C1 (stereo not given)	-0.7%	5%	1.0%	.	.	.	.	.	-1%	.
CCCc1cc(C(=O)NCc2ccco2)no1	0.1%	14%	2.5%	-1.1	990	-3%	-0.6%	-3%	5%	1.1
O=c1[nH]c(N2CCN(Cc3ccccc3)CC2)nc2c1CCC2	-0.3%	-4%	-0.6%	0.37	1446	9%	0.4%	4%	-4%	1.1
O=C(C1CCN(S(=O)(=O)c2ccccc2)CC1)N1CCN(Cc2ccc3c(c2)OCO3)CC1	-1.2%	12%	2.3%	.	.	.	.	.	1%	.
FC(F)(F)c1cc(NCc2cccs2)n2ncnc2n1	-0.5%	4%	16%	0.46	1884	10%	-0.8%	7%	25%	1.2
O=C(CCn1c(=O)oc2ccccc21)NCc1cccs1	0.0%	24%	0.9%	0.21	1236	-2%	0.7%	-4%	1%	1.1
COc1cc(OC)cc(-c2n[nH]c(=S)n2-c2ccc3c(c2)OCO3)c1	-0.7%	-5%	0.1%	0.28	1336	-6%	-1.6%	0%	16%	1.2
CSc1nn(CCc2ccncc2)c(=S)s1	-0.1%	14%	.	-0.39	1451	-18%	-1.4%	-17%	2%	1.1
Cc1ccccc1CN1C(=O)c2ccccc2Sc2ccc(C(=O)NCCN3CCOCC3)cc21	0.1%	8%	-1.1%	.	.	.	.	.	12%	.
Cc1csc2nc(CNS(=O)(=O)c3ccc(-c4ccccc4)cc3)cn12	-0.4%	6%	2.5%	0.3	1162	-1%	1.6%	-5%	-6%	1
O=C(/C=C/Nc1ccccc1)c1ccc(Oc2ncccn2)cc1	-0.1%	4%	2.5%	.	.	7%	-1.1%	2%	-3%	1.1
O=C(O)/C=C/c1ccc(-c2cccc(C(F)(F)F)c2)o1	0.7%	10%	4.2%	0.1	1290	-21%	-4.6%	-18%	-3%	1
O=C(C1CCN(S(=O)(=O)c2ccc3ccccc3c2)CC1)N1CCN(c2ncccn2)CC1	-0.7%	4%	9.1%	-1.3	1167	-1%	3.3%	2%	6%	1
CC1(C)C(=O)C2(CCCCC2)C(=O)OC1c1cccn1-c1ccc([N+](=O)[O-])cc1 (stereo not given)	-0.3%	4%	1.1%	-0.16	1456	2%	-0.2%	1%	-12%	1.1
CCn1c(C)c2c([n+]1CC)CC(C)(C)CC2=O	0.3%	5%	1.7%	0.32	847	7%	-0.3%	5%	-5%	1.1
CCOC(=O)c1c(NC(=O)CN2CCN(C(=O)c3ccco3)CC2)sc(C(N)=O)c1C	-0.4%	3%	-0.2%	-0.55	1228	-1%	0.7%	7%	2%	1.1
c1cnc(Oc2ccc3oc4ccccc4c3c2)nc1	-0.4%	4%	6.3%	-0.42	1957	9%	-2.2%	10%	0%	1.1
c1ccc(CCc2nn3c(Cn4cnc5ccccc54)nnc3s2)cc1	-1.3%	13%	15%	-0.22	1375	50%	-0.9%	11%	23%	1.1
O=C(c1ccc(Cl)c([N+](=O)[O-])c1)N1CCN(Cc2ccc3c(c2)OCO3)CC1	-1.6%	7%	2.2%	-0.88	1604	-1%	1.4%	-4%	-8%	1.2
O=C(NC(=S)Nc1ccccc1[N+](=O)[O-])c1ccccc1Cl	-0.5%	8%	1.6%	0.72	981	.	.	.	-9%	.
COc1ccc(C(=O)Nc2nc3ccccc3s2)cc1	-0.5%	2%	4.6%	.	.	.	.	.	-1%	.
Cc1ccc(-n2c(SCC(=O)Nc3cccc(S(N)(=O)=O)c3)nc3ccccc32)cc1	-0.4%	13%	1.6%	-0.23	1277	18%	-0.1%	4%	-5%	1.2
COc1ccc(-c2nnc(SCC(=O)N3CCCc4ccccc43)o2)cc1OC	-0.2%	-1%	-0.5%	.	.	13%	0.3%	9%	-1%	1.1
C/C(=N\Nc1ccc(Cl)c(Cl)c1)c1ccc(-n2ccnc2)cc1	-1.7%	13%	40%	-0.29	1117	-66%	-4.2%	-157%	-3%	1
Cc1ccc(-n2c(SCC(=O)Nc3ccc4c(c3)OCO4)nnc2-c2ccccn2)cc1	0.7%	-6%	1.6%	0.42	862	8%	0.3%	3%	10%	1.1
O=C(NCCc1c[nH]c2ccccc12)c1ccc(S(=O)(=O)NCc2ccco2)cc1	0.3%	4%	7.8%	-0.13	1279	5%	-0.1%	0%	23%	1
c1ccc(-c2nc3ccccc3o2)nc1	.	16%	0.1%	-0.06	1717	8%	-1.6%	4%	5%	1.1
COc1cc(/C=C/C(=O)O)cc(S(=O)(=O)N2CCc3ccccc3C2)c1OC	-0.3%	10%	-1.6%	.	.	5%	-0.6%	3%	1%	1.1
COc1ccc(COc2cc(-c3cccc(OC)c3)nc3ccc(NC(=O)c4ccc(Cl)cc4)cc23)cc1	2.1%	12%	-1.7%	-1.2	1133	-13%	-0.1%	-15%	1%	1
CC1(C)Cc2ccccc2-c2nnc(-c3ccccn3)n21	0.7%	18%	0.2%	0.5	1220	-10%	-0.1%	-10%	-1%	1
Cc1cccc(N(C(=O)CNC(=O)c2ccco2)C(C(=O)NC2CCCC2)c2cccnc2)c1C (stereo not given)	-0.6%	25%	1.2%	.	.	.	.	.	3%	.
Cc1[nH]c2ccccc2c1C(=O)NS(=O)(=O)Nc1ccc(F)cc1	0.3%	3%	-0.1%	-0.25	1377	-16%	.	0%	-3%	1.1

Full records, quoted from the list. Screens in order: West Nile antiviral, Large T inhibition, RSV CPE inhibition, Insulin prom up, Insulin prom up cell count, human PMI inhibition, ER stress rescue, PMI inhibition, PhoP inhibition, TNAP activators
Profile of `Cc1ccc(N2C(=O)CC(NCC3CCCO3)C2=O)cc1` (stereo not given) = 0.5%, 5%, 1.1%, ., ., 10%, 1.2%, 10%, 1%, 1.1
Profile of `O=C(/C=C/Nc1ccccc1)c1ccc(Oc2ncccn2)cc1` = -0.1%, 4%, 2.5%, ., ., 7%, -1.1%, 2%, -3%, 1.1
Profile of `CCn1c(C)c2c([n+]1CC)CC(C)(C)CC2=O` = 0.3%, 5%, 1.7%, 0.32, 847, 7%, -0.3%, 5%, -5%, 1.1
Profile of `COCCC(=O)N1CCCC(N2CCN(c3ccc(F)cc3)CC2)C1` (stereo not given) = -0.7%, 5%, 1.0%, ., ., ., ., ., -1%, .
Profile of `O=C(O)/C=C/c1ccc(-c2cccc(C(F)(F)F)c2)o1` = 0.7%, 10%, 4.2%, 0.1, 1290, -21%, -4.6%, -18%, -3%, 1

Carrying on:
SMILES	West Nile antiviral	Large T inhibition	RSV CPE inhibition	Insulin prom up	Insulin prom up cell count	human PMI inhibition	ER stress rescue	PMI inhibition	PhoP inhibition	TNAP activators
O=C(CC(=O)Nc1ccc(Cl)cc1Cl)Nc1ccc(Cl)cc1Cl	-0.3%	12%	0.2%	.	.	.	.	.	-6%	.
CCCn1c(CN2CCN(c3cccc(Cl)c3)CC2)nc2c1c(=O)n(C)c(=O)n2C	-0.5%	3%	3.6%	-6.4	580	23%	0.1%	13%	10%	1.1
CCOC(=O)N1CCN(Cc2nc3cc(NC(=O)c4cccs4)ccc3n2CC)CC1	-0.5%	13%	7.3%	.	.	.	.	.	-2%	.
O=C(CSc1nc2ccccc2c(=O)n1CC1CCCO1)Nc1ccccc1 (stereo not given)	-1.2%	-3%	1.4%	.	.	.	.	.	3%	.
COc1ccccc1Nc1ccc(C(=O)NC2CCCCC2)cn1	-0.4%	4%	0.5%	-0.43	1286	-1%	.	3%	3%	1
CC1(C)CC(=O)C(CC2=C(N)CC(C)(C)CC2=O)=C(N)C1	0.2%	4%	1.2%	0.04	1024	.	.	.	-1%	.
CC(C)(C)OC(=O)[C@H](Cc1ccccc1)NC(=O)c1nc[nH]c1C(=O)N[C@@H](Cc1ccccc1)C(=O)OC(C)(C)C	-0.4%	0%	-3.0%	-1.2	949	.	.	.	-7%	.
O=C(NN1C(=O)c2ccccc2C1=O)C1CCCCC1	.	1%	1.2%	0.23	1524	14%	6.9%	10%	-5%	1
COc1ccccc1C(=O)NCc1ccc(-c2nc3ccccc3s2)cc1	-0.7%	-1%	19%	-0.39	1369	13%	-2.7%	0%	-21%	1.2
CCCOc1cccc(C(=O)N/N=C/c2ccoc2)c1	0.1%	9%	1.5%	.	.	.	.	.	-8%	.
CCOc1ccccc1N(CC(=O)NCC1CCCO1)C(=O)CNS(=O)(=O)c1ccccc1 (stereo not given)	0.6%	10%	0.5%	-0.54	1368	8%	1.2%	2%	-7%	1
COC(=O)C1=C(O)/C(=C\c2ccc(CNS(=O)(=O)c3ccccc3)o2)N=C1C	-0.1%	52%	0.1%	1.2	1501	-28%	-3.0%	-21%	-10%	1.2
O=C1CCCN1CCCNc1ccc(S(=O)(=O)N2CCCCC2)cn1	-0.1%	5%	1.9%	.	.	-13%	-1.2%	-14%	6%	1
Cc1ccc2cccc(O)c2[n+]1[O-]	0.6%	-4%	1.0%	1.1	1414	16%	-0.1%	54%*	4%	1.1
Cc1ccc(N2CC(C(=O)Nc3ccc(S(=O)(=O)N4CCOCC4)cc3)CC2=O)cc1 (stereo not given)	-0.6%	5%	-0.6%	-1.6	1247	5%	-0.9%	0%	1%	1.1
CCOC(=O)c1c(C)nn(-c2ncccc2NC(=O)CCC(=O)O)c1C	0.2%	2%	.	0.18	1493	.	.	.	-5%	.
C=C1C2C[C@H](O)C(C)(C)[C@@]2(O)[C@H](O)C[C@]23C[C@@](C)(O)[C@H](CC[C@H]12)[C@H]3O (stereo not given in full)	0.1%	10%	2.3%	-0.18	1076	-5%	-1.1%	-3%	-2%	1.1
C=CCn1c(=O)c2ccccc2n2c(SCc3nc4ccccc4s3)nnc12	0.0%	-6%	1.0%	.	.	-1%	1.3%	-10%	17%	1
